V1aR counter = counter-screen for oxytocin receptor agonists: human V1a receptor agonists; P37288; CHO-V1R cells, Fluo-8 calcium fluorescence, agonist mode; 0% DMSO, 100% 3 nM vasopressin; activation, % at 3 µM; 320,000 compounds, 0.25% hits; AID 2797;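 active = activation above the mean activation of all tested compounds plus 3 SD, per screening run, cut at about 20% in these data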;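 note: signal is peak over basal fluorescence ratio across a 100 second FLIPR read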
Target sequence (P37288 whole entry, looked up): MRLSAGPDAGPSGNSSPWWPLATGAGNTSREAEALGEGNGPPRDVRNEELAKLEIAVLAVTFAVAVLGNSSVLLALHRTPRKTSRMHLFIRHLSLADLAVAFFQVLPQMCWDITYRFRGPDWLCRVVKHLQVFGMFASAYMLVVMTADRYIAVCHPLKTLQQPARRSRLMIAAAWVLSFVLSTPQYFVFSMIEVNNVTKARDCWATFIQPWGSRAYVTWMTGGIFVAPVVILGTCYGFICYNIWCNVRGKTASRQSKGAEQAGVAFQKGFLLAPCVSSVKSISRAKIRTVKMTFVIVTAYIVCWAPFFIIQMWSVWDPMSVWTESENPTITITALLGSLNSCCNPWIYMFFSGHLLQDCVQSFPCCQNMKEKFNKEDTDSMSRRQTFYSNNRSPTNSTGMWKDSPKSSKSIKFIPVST
MEKK2 WT-MEK5 = raises or lowers MEK5 binding to wildtype human MEKK2 PB1 domain. Q9Y2U5. bead flow cytometry, Alexa488-MEK5 binding to MEKK2 WT; actives lie on both sides. binding response (% of control), % at 10 µM. 290,000 compounds, 1.1% hits. AID 1531; in the data active = binding response below about 67% or above about 130%; inconclusive = no clear call, values can overlap the other calls; inactive = in between
OXTR ag = human OXTR agonism. P30559. CHO-OTR cells, Fluo-8 calcium fluorescence; normalized: DMSO 0%, oxytocin 100%. AID 2435. 320,000 compounds, 0.32% hits. activation, % at 3 µM;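 active = activation above the mean of all tested compounds plus 3 SD, cutoff set per screening run, cut at about 20% in these data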;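 note: peak over basal fluorescence ratio from a 100 s FLIPR kinetic read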
Target sequence (P30559 whole entry, looked up): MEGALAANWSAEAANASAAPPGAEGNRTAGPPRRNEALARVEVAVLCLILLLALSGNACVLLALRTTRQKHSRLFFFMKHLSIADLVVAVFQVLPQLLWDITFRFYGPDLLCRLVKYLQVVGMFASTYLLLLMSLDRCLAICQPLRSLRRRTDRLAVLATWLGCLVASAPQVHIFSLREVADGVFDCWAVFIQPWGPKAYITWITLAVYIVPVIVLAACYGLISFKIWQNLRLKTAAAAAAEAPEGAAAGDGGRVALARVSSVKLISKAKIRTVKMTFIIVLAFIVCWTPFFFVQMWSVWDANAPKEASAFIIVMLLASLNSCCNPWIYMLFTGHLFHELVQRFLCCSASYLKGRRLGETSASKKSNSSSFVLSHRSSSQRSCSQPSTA
MEKK2mut PB1 HTS = signal of MEK5 binding to mutant human MEKK2 PB1 domain. bead flow cytometry, Alexa488-MEK5 binding to MEKK2 mutant. percent response, % at 10 µM. 290,000 compounds, 0.35% hits. AID 1530; in the data active = percent response above about 24%, passing the limit was not always enough; note: inactives centre near 1; some results filed as inactive read as strong as hits; reference of the scale not given here
OXTR potentiate = potentiates the human oxytocin receptor response; activation, % at 3 µM; P30559; 320,000 compounds, 0.061% hits; CHO-OTR cells, Fluo-8 calcium fluorescence, potentiator mode; 0% = oxytocin EC15, 100% = EC100;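 active = activation above that plate's cutoff, the mean activation of tested compounds plus 3 SD, cut at about 6.6% in these data, passing the limit was not always enough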;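 note: 100% uses oxytocin at 75 nM as the full agonist control; some results filed as inactive read as strong as hits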
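Assay system: CHO-OTR cells, human receptor / Also added: oxytocin at about EC15, sub-maximal agonist stimulus / Dosing: single dose, 3.0 µM nominal final compound concentration / Incubation: 6 min pre-incubation, 100 s read / Technique: Fluo-8 calcium dye fluorescence / Read-out: % activation vs EC15 and EC100 oxytocin / Benchmarks: EC15 oxytocin low, 75 nM oxytocin high / Replicates: singlicate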
PfM18AAP inh = PfM18AAP enzyme inhibition; recombinant PfM18AAP, H-Glu-NHMec fluorogenic cleavage; inhibition, % at 7.35 µM; 290,000 compounds, 1.2% hits;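 active = inhibition above the campaign mean inhibition over all tested compounds plus 3 SD, cut at about 28% in these data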;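 note: 0% = plate median of test compound wells and 100% = 2 mM ZnCl2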
GalR3 antag = blocks the human galanin receptor 3; HEK293 GalR3-CNG cAMP membrane potential fluorescence; galR3 body fused to GalR1 C-terminus; inhibition, % at 3 µM; AID 651719; 360,000 compounds, 0.44% hits;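 active = inhibition above the screen-wide average plus 3 SD, cut at about 13% in these data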;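 note: forskolin and galanin both at EC90 stimulate the cells; cAMP rise reported by CNG channel membrane potential dye signal; 0% = forskolin plus galanin with DMSO and 100% = forskolin alone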
Target sequence (O60755 1-299 limits assumed): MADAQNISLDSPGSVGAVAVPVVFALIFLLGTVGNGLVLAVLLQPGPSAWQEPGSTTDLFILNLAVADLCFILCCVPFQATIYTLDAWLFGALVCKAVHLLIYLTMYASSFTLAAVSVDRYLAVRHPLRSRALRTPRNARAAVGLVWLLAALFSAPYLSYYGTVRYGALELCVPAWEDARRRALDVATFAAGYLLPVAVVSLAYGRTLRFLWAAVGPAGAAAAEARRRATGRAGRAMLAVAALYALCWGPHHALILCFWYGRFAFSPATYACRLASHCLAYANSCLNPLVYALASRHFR
NALP1 inh = inhibitors of NALP1 inflammasome in yeast. 280,000 compounds, 0.61% hits. inhibition, % at 10 µM. S. cerevisiae NALP1/ASC/caspase-1 growth, X-gal OD620, 72 h; in the data active = inhibition mostly above about 24%, no sharp cut-off; inactive = mostly below about 32%; note: some compounds called inactive have numbers as strong as hits
GPR7 antagonist = blocks human GPR7 receptor signaling; 290,000 compounds, 1.1% hits; P48145; inhibition, % at 4.4 µM; AID 1861; GPR7-expressing cells, fluorescence antagonist assay; in the data active = inhibition above about 16%, passing the limit was not always enough;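 note: cells stimulated with the agonist NPW; 0% = agonist with vehicle and 100% = vehicle without agonist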
* hit, by the source's call; ? = inconclusive; . = no result given; & = joins results of further samples; [ ] = dose if it differs, or a comment.

Values run as follows: V1aR counter	MEKK2 WT-MEK5	OXTR ag	MEKK2mut PB1 HTS	OXTR potentiate	PfM18AAP inh	GalR3 antag	NALP1 inh	GPR7 antagonist
> Cc1ccc(C(=O)OCC(=O)NCc2ccco2)s1
 : -0.1	108	-1.1	-2	-4	8	-6	8	-11
> C=CCn1c(SCc2c(C)noc2C)nc2sc3c(c2c1=O)CCCC3
 : 0.1	100	-0.8	4	-6	-2	-4	17	14
> O=C(Nc1ccc2nc3ccccc3nc2c1)c1ccccc1
 : 0.9	76	0.5	-2	-1	4	-1	55	-4
> COc1ccccc1NC(=O)/C(C#N)=C/c1cccn1C
 : 0.3	.	0.4	.	1	.	-8	.	.
> COc1ccccc1-n1c(CNC(=O)c2cccs2)n[nH]c1=S
 : -0.2	98	-0.1	3	-7	36*	-3	-4	-4
> CCOC(=O)CC(=O)CSc1nc2c(cc1C#N)CCC2
 : 0.2	90	1.1	-7	-12	19	0	-7	-19
> C/C(=N/OC(=O)C1CC12CCC2)c1ccc(Br)cc1 (configuration not stated)
 : -0.8	89	-2.1	-9	-8	-3	-3	-1	-7
> c1ccc(Cn2c(SCCN3CCOCC3)nnc2-c2cccnc2)cc1
 : -0.1	95	-0.5	-3	-14	12	-1	-3	-16
> CN(C)c1ccc(/C=N/N=C/c2ccccc2O)cc1
 : 0.7	105	-0.7	1	1	-3	-2	16	2
> O=S(=O)(Nc1ccc(O)c2ccccc12)c1ccc(Br)cc1
 : 1.0	102	0.9	0	-3	15	.	16	-25
> Cc1cc(Br)cc(Cl)c1OCC(=O)N1CCN(C(=O)c2ccco2)CC1
 : 0.3	.	0.2	.	-2	.	-4	.	.
> Cc1ccc(NC(=O)CSc2ncnc3ccccc23)cc1S(=O)(=O)N1CCCCC1
 : 5.8	105	7.8	5	-8	-1	85*	24	23*
> C/C(=N\NC(=S)NCc1ccccc1)c1ccc2ccccc2c1
 : 2.1	110	0.3	2	-3	5	2	8	-19
> C/C=C\C(=O)Nc1cccc(C2=NOC3(C2)C[C@@H](C(N)=O)N(C(=O)c2ccc(Cl)cc2)C3)c1 (some centres not stated)
 : 0.4	98	0.3	1	-1	.	-4	.	.
> O=C(NC(=S)N1CCCCCC1)c1cccc([N+](=O)[O-])c1
 : -0.5	.	3.2	.	-2	.	1	.	.

3 records picked at random from those above:
Values run as follows: V1aR counter	MEKK2 WT-MEK5	OXTR ag	MEKK2mut PB1 HTS	OXTR potentiate	PfM18AAP inh	GalR3 antag	NALP1 inh	GPR7 antagonist
> COc1ccccc1-n1c(CNC(=O)c2cccs2)n[nH]c1=S
 : -0.2	98	-0.1	3	-7	36*	-3	-4	-4
> Cc1ccc(C(=O)OCC(=O)NCc2ccco2)s1
 : -0.1	108	-1.1	-2	-4	8	-6	8	-11
> Cc1cc(Br)cc(Cl)c1OCC(=O)N1CCN(C(=O)c2ccco2)CC1
 : 0.3	.	0.2	.	-2	.	-4	.	.

Further compounds:
Values run as follows: V1aR counter	MEKK2 WT-MEK5	OXTR ag	MEKK2mut PB1 HTS	OXTR potentiate	PfM18AAP inh	GalR3 antag	NALP1 inh	GPR7 antagonist
> CC(=C/c1ccco1)/C=N/NC(=O)CSc1nnc(SCc2ccc(C)cc2)s1
 : -0.6	117	-1.5	19	-6	-2	-5	9	-2
> CCOC(CNC(=O)C(=O)Nc1cc2c3c(c1)CCC(=O)N3CCC2)OCC
 : -0.2	99	0.1	3	-7	0	-6	25	4
> Cc1occc1C(=O)N1CCN(Cc2ccccc2)CC1
 : 1.8	102	1.0	3	2	-4	-4	10	-3
> COCC(=O)OCC(=O)Nc1ccc(Cl)cc1[N+](=O)[O-]
 : 1.0	44*[inhibitor]	-1.5	-19	-3	-13	-5	15	-2
> CC(C)N1CCc2c(sc(NC(=O)c3ccc4ccccc4c3)c2C(N)=O)C1
 : 7.0	134*	3.7	14	-4	10	-10	16	-1
> CCn1c(SCC(=O)NC2CCS(=O)(=O)C2)nnc1-c1ccccc1 (configuration not stated)
 : 0.8	97	-1.1	3	-4	-5	-5	13	-5
> Cc1ccc(S(=O)(=O)N2CCC(C(=O)NCCCN3CCOCC3)CC2)cc1
 : 6.3	.	1.2	.	-2	.	-5	.	.
> CCOc1ccc(CCNC(=O)C2CSC3(C)CCC(=O)N23)cc1OCC (configuration not stated)
 : -0.3	106	-0.6	4	-4	-2	3	4	-15
> O=C(COC(=O)c1c(F)cccc1Cl)NCC1CCCCC1
 : -0.8	.	-2.0	.	-1	.	-7	.	.
> Cn1c(SCC(=O)NCCc2ccccc2)ncc(C(=O)Nc2ccc(F)cc2)c1=O
 : 0.6	.	0.7	.	-6	.	1	.	.
> CC1(C)Cc2cccc(C(=O)NCc3ccco3)c2O1
 : -0.4	98	-1.4	-4	1	1	2	-14	-9
> Cc1cccnc1NC(=S)Nc1ccc(F)cc1F
 : -1.3	104	-1.9	7	1	23	-2	7	-18
> COC(=O)c1ccccc1NC(=O)CSc1nnc(Cc2ccc(Cl)cc2)o1
 : -0.6	103	-1.3	2	-1	2	-5	-1	3
> COc1cccc(N(CC(=O)O)S(=O)(=O)c2ccccc2)c1
 : 0.2	100	2.9	1	-4	4	-5	22	-13
> CC1CCCCC1NC(=O)CN1C(=O)NC(Cc2ccccc2)(Cc2ccccc2)C1=O (configuration not stated)
 : -0.2	.	-1.5	.	7	3	3	5	-8

Full records, quoted from the list. Order of screens: V1aR counter, MEKK2 WT-MEK5, OXTR ag, MEKK2mut PB1 HTS, OXTR potentiate, PfM18AAP inh, GalR3 antag, NALP1 inh, GPR7 antagonist
COCC(=O)OCC(=O)Nc1ccc(Cl)cc1[N+](=O)[O-] is listed as 1.0, 44*[inhibitor], -1.5, -19, -3, -13, -5, 15, -2
CCOc1ccc(CCNC(=O)C2CSC3(C)CCC(=O)N23)cc1OCC (configuration not stated) is listed as -0.3, 106, -0.6, 4, -4, -2, 3, 4, -15
Cc1occc1C(=O)N1CCN(Cc2ccccc2)CC1 is listed as 1.8, 102, 1.0, 3, 2, -4, -4, 10, -3

Continuation.
Values run as follows: V1aR counter	MEKK2 WT-MEK5	OXTR ag	MEKK2mut PB1 HTS	OXTR potentiate	PfM18AAP inh	GalR3 antag	NALP1 inh	GPR7 antagonist
> CC(C)(C)NC(=O)C(=O)NCCC1=CCCCC1
 : -0.5	105	-0.7	-2	-4	1	-7	26	-7
> Nc1cc(Nc2ccccc2)ccn1
 : 2.5	.	2.0	.	-2	.	-5	.	.
> CC1=CC(C)(C)N=C(Nc2ccc(C)cc2)S1
 : -0.1	109	-1.3	4	-6	4	-3	20	-5
> Cc1cc(C(=O)CS(=O)(=O)c2ccccc2)cc(C)c1O
 : 2.3	102	3.1	3	-11	8	-4	2	-14
> Cc1cc(=O)[nH]c(N/N=C/c2ccc([N+](=O)[O-])cc2)n1
 : 0.5	107	-0.1	7	-3	-5	.	14	1
> Cc1sc(NC(=O)c2ccco2)nc1-c1ccc2c(c1)CC(C)N2C(=O)C1CC1 (configuration not stated)
 : 1.6	104	3.3	4	-9	12	.	18	18
> COCC(C)N1C(=O)Cc2c1nc(N)c1c(N)nc(N3CCN(c4ccccc4F)CC3)c(C#N)c21 (configuration not stated)
 : -0.4	89	0.4	-8	-16	-1	1	5	0
> c1ccc2c(c1)nc1n2CN(Cc2ccc3c(c2)OCO3)CN1
 : 0.3	84	1.4	-6	4	3	-4	-11	-14
> O=C(C1CC(=O)N(C2CCCC2)C1)N1CCN(c2cccc(Cl)c2)CC1 (configuration not stated)
 : 1.7	107	-0.6	5	-10	-6	-2	-8	-7
> CC(C)CNS(=O)(=O)c1ccc(CCC(=O)NCC2CCCO2)cc1 (configuration not stated)
 : 0.4	105	-0.9	3	-8	2	-1	10	1
> O=C(c1cccc(S(=O)(=O)NCc2ccccc2)c1)N1CCN(c2ccc(F)cc2)CC1
 : 9.8	.	5.1	.	-7	.	-7	.	.
> COc1ccc(S(=O)(=O)N2CCCC2CNC(=O)C(=O)NCc2ccco2)cc1 (configuration not stated)
 : -0.4	.	0.3	.	-5	.	-3	.	.
> CC(=O)c1cccc(S(=O)(=O)NC(C)C2CC3CCC2C3)c1 (configuration not stated)
 : 1.2	90	-0.6	-4	-10	-12	-8	19	4
> C=CCNC(=O)COC(=O)c1ccc(C)c(NC(=O)c2ccco2)c1
 : 0.1	?	-0.3	-6	-7	-3	-5	2	6
> O=C(Cc1ccccc1)N/N=C/c1cc(Br)cs1
 : 0.1	99	-1.4	-1	-20	-4	-10	24	3
> CCOc1cc(CNCc2ccncc2)cc(Br)c1OCc1ccccc1F
 : 6.4	113	6.3	14	-24	-4	-4	17	18
> O=C(c1nnc(-c2ccccc2)o1)C1CC1
 : 1.1	99	0.4	-6	11	-6	-4	-10	8
> COc1ccccc1N1CCN(C(=O)CSc2nc(-c3ccccc3)cc(=O)[nH]2)CC1
 : -0.1	103	-1.5	-1	-1	-3	0	-65	2
> Cc1ccccc1NC(=O)C1CC(=O)n2ncnc2N1 (configuration not stated)
 : 0.9	94	-0.1	-4	-5	6	-3	.	-21
> CN(C)c1ccc(NC(=O)CSc2nnc(-c3ccco3)c(-c3ccco3)n2)cc1
 : -0.7	98	-0.6	-5	-11	31*	-1	5	-1
> O=C1C(C=NCCCN2CCCC2=O)=C(O)c2ccccc21
 : -1.1	103	1.1	2	-1	-3	6	-11	-7
> O=C(CCc1ccc(S(=O)(=O)N2CCOCC2)cc1)N1CCc2ccccc2C1
 : -0.1	82	0.2	-13	7	-4	-5	-3	-5
> CC(=O)Nc1nc(=S)ss1
 : 0.2	107	0.8	4	-12	2	-4	-3	-5
> O=C(O)c1cc(NC(=O)c2cccc(N3C(=O)c4ccccc4C3=O)c2)cc(C(=O)O)c1
 : 1.1	98	-0.6	-2	-7	-2	-4	0	-5
> CCC(C)Sc1ccc(-c2nc3cnccn3c2NC2CCCCC2)cc1 (configuration not stated)
 : 0.0	.	-1.4	.	-8	.	-1&-7	.	.
> Cc1cc(C)n(S(=O)(=O)c2ccc3oc(=O)ccc3c2)n1
 : 0.4	95	1.5	-4	6	-4	-9	1	-11
> O=C(NCC1CCN(Cc2cccc(Cl)c2)CC1)Nc1ccccc1Cl
 : .	113	.	8	.	-2	-2	13	5
> Cc1ccc(-n2c(=O)[nH]c3c(C(N)=O)nc(CC(C)C)nc32)cc1
 : -0.6	101	-0.5	0	-5	5	0	13	-7
> Nc1cc(-c2ccccc2)nn1S(=O)(=O)c1ccc(Br)cc1
 : -0.4	120	-0.2	4	-9	1	-7	6	-7
> COc1ccc(N2CCN(C(=S)Nc3cccc(OC)c3)CC2)cc1
 : 2.1	105	6.5	12	-2	10	-7	11	-6
> CCCCC(=O)Nc1nn(C)c2nc3c(C)cccc3cc12
 : 0.3	100	-0.8	-1	0	-3	-2	14	10
> CSC1=N/C(=C\c2ccccc2)C(=O)N1C
 : -1.0	101	-1.5	8	2	0	-5	-5	-4
> O=C(C1CCN(C2CCN(CC3CC=CCC3)CC2)CC1)N1CCOCC1 (configuration not stated)
 : 0.7	95	0.7	-7	4	-3	-4	-14	0
> O=C(c1ccc(-n2cncn2)c([N+](=O)[O-])c1)N1CCN(S(=O)(=O)c2c(F)cccc2F)CC1
 : -0.3	.	-0.1	.	-6	.	-4	.	.
